Assay outcomes deposited in PubChem BioAssay by several laboratories.
hiPSC survival – enhancers of single-cell hiPSC survival, primary screen, ATPlite luminescence; 100% = ROCK inhibitor wells, 0% = DMSO; survival enhancement, % at 20 µM; hit rate 0.044% among 360,000; AID 602274, 2012; in the data active means survival enhancement above about 18%;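 further: cells exposed to compounds for 16 hours before the ATP read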
NR2E3 ag-1 – inhibitors of NR2E3-RetCOR corepressor binding, primary screen, NR2E3 agonist project, biochemical, TR-FRET, GST-NR2E3, biotin-RetCOR; AID 2300, 2010; 1536-well; inhibition of corepressor binding, % at 4.78 µM; hit rate 0.12% among 320,000;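 active means percent inhibition above the cutoff of mean plus 3 SD of all tested compounds, set per screening campaign, cut at about 20% in these data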;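 further: 0% = DMSO wells and 100% = biotin wells as full block of FRET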
Target sequence (Q9Y5X4 whole entry, looked up): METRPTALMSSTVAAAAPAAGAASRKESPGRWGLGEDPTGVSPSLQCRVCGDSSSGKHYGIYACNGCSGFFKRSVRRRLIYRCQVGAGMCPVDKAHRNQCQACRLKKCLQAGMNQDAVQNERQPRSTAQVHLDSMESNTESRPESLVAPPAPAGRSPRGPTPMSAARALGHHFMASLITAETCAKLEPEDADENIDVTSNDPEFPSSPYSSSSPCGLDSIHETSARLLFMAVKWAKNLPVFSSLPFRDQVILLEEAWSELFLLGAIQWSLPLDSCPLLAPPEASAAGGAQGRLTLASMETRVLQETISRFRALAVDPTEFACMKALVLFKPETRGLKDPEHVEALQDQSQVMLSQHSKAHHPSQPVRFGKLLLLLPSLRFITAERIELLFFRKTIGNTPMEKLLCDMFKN
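Material: NR2E3–RetCOR corepressor complex / Incubation: Compound–protein incubation for 5 h at 4 °C / Dosing: compound at 4.8 µM, single dose / Detection: time-resolved FRET / Benchmarks: high control biotin, low control 0.6% DMSO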
TRPM1 prom inh – inhibitors of MITF-dependent TRPM1 promoter reporter, primary screen, cell-based, SK-MEL-5, single point, luciferase. SK-MEL-5 TRPM1 promoter luciferase, 24 h. inhibition, % at 12.5 µM. hit rate 0.83% among 330,000;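 active means mean inhibition across replicates of 60% or more, whatever share of single replicates reaches that level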; further: values of inactives mirror those of a sister screen read the other way
aDG glyco up – activators of alpha-DG glycosylation, primary screen, uHTS, Pro5-aDG cells, AlphaScreen; alpha-DG glycosylation AlphaScreen (IIH6); 0% Pro5, 100% B10-LARGE cell signal; activation, % at 10 µM; hit rate 0.22% among 360,000; AID 624168, 2012;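 active means activation of at least 8% versus controls, or a plate z-score of at least 8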;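 further: Pro5 are CHO cells carrying HIG-tagged alpha-DG that lacks glycosylation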
Peg3 promoter – Peg3 promoter-driven luciferase inhibitors, primary screen, cell-based, HeLa, luciferase luminescence; inhibition, % at 20 µM; hit rate 1.7% among 360,000; HeLa PEG-Prom luciferase reporter, overnight; AID 588405, 2011;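 active means inhibition of at least 50% at 20 µM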
CF NFkB inh – inhibitors of PAF-induced NF-kB signaling, primary screen, cell-based, GFP fluorescence, uHTS; hit rate 0.86% among 360,000; KKLEB NF-kB-GFP reporter, GFP fluorescence overnight; AID 588850, 2011; inhibition, % at 5 µM;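 active means at least 50% inhibition at 5 µM, scaled per plate between neutral and stimulator controls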;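 further: PAF is a Pseudomonas aeruginosa culture filtrate used as stimulus; plate controls were PAF-stimulated DMSO wells for no effect and unstimulated DMSO wells for full effect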
NR2E3 ag-2 – NR2E3 agonists in two-hybrid cells, primary screen, cell-based, luminescence, CHO-S, Gal4-NCOR/VP16-NR2E3; inhibition of corepressor binding, % at 3.98 µM; AID 602229, 2012; Photoreceptor-specific nuclear receptor (Homo sapiens), Q9Y5X4; luciferase; hit rate 0.35% among 360,000;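 active means inhibition above the mean of all tested compounds plus 3 SD, cut at about 70% in these data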;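 further: 0% = DMSO with NR2E3 transfected cells and 100% = cells lacking NR2E3 construct; higher means lower luciferase signal from less NR2E3 corepressor binding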
TWEAK Fn14 block – inhibitors of TWEAK-Fn14 signaling, primary screen, luciferase reporter cells, uHTS. TWEAK-stimulated Fn14 reporter cells, luciferase luminescence, 8 h. inhibition, % at 10 µM. hit rate 2% among 360,000; in the data active means inhibition above about 50%
Shn3 inh set2 – reduction of Shn3 3'UTR firefly luciferase signal, primary screen, Schnurri-3 inhibitor project, cell-based, Clone20 osteoblasts, set 2. hit rate 0.52% among 360,000. inhibition, % at 12.5 µM. Clone20 osteoblast Shn3 3'UTR firefly luciferase, 24 h. AID 588674, 2011;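 active means mean inhibition of at least 75% with every replicate also reaching 75%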;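 further: 0% = median of neutral control wells and 100% = pilot-screen positive control compound; some compounds past the cut are filed as inactive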
KKLEB cytotox – cytotoxicity in KKLEB CF airway cells, primary screen, cytotoxicity control for CF NF-kB inhibitor project, cell-based, uHTS, fluorescence assay plates | KKLEB CF airway cells viability, ATPlite luminescence, overnight; hits give low values; cells stimulated with P. aeruginosa culture filtrate | activity change (cytotoxicity), % at 5 µM | hit rate 0.36% among 360,000 | AID 602141, 2011;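 active means corrected activity change at or below -50% at 5 µM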
HIF-2a inh – HIF-2a reporter inhibitors, primary screen, luminescence, 786-0 RCC cells | inhibition, % at 18.8 µM | hit rate 0.72% among 360,000 | 786-0 RCC cells HIF-2a reporter, luciferase luminescence, overnight;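 active means inhibition of the luminescence signal of 40% or more relative to plate controls, in a single-dose primary screen at 18.75 µM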
* marks the source's active call; other numbers are inactive results; . = no result given.

SMILES | hiPSC survival | NR2E3 ag-1 | TRPM1 prom inh | aDG glyco up | Peg3 promoter | CF NFkB inh | NR2E3 ag-2 | TWEAK Fn14 block | Shn3 inh set2 | KKLEB cytotox | HIF-2a inh
Clc1ccc(/C=N/N2CCN(Cc3ccccc3)CC2)cc1 | -0.5 | -2 | 10 | -0.2 | -103 | -4 | 1 | 8 | -13 | -1 | -144
COc1cccc(NC(=S)NC(C)c2ccc(OC)c(OC)c2)c1 (centres undefined) | -1.6 | -4 | 14 | 0.1 | 6 | 28 | -18 | -4 | -14 | -6 | 5
COc1cc(OC)cc(C(C(=O)NCc2ccccc2)N(Cc2ccco2)C(=O)c2ccno2)c1 (centres undefined) | 5.7 | -1 | 1 | -0.6 | 11 | 14 | -5 | -13 | -6 | -11 | 18
COc1cc(NC(=O)C(C)N2CCN(C(=O)C3CC3)CC2)cc(OC)c1 (centres undefined) | -0.5 | 1 | 6 | 0.0 | 4 | 19 | -6 | 4 | -4 | -8 | 11
N#CCC1c2ccccc2CCN1C(=O)Nc1ccc(Cl)cc1 (centres undefined) | 0.4 | -1 | 4 | 0.3 | -10 | 2 | -54 | -18 | 1 | 9 | -11
O=C1/C(=C\c2cccc(O)c2O)SC(=S)N1Cc1ccccc1 | -0.5 | -1 | 10 | 0.1 | 66* | -18 | -24 | 33 | 33 | 2 | 3
COc1ccccc1N/C(=N/S(=O)(=O)c1ccc(C)cc1)c1ccccc1 | -1.2 | 3 | 0 | 0.3 | 19 | 2 | 1 | 11 | 14 | 4 | 22
CCOc1ccccc1N1CCN(CC(=O)Nc2nc(C)c(C(=O)N(C)C)s2)CC1 | -0.4 | 3 | -6 | -0.3 | -8 | 2 | 2 | 0 | 8 | 1 | 6
COc1ccc2c(c1)CC(C(=O)Nc1ccc(Cl)cc1)/C(=N/O)O2 (centres undefined) | 0.2 | . | 0 | 0.1 | 8 | -7 | 5 | -7 | -7 | -3 | -3
O=C(CNC(=S)N(Cc1ccc(F)cc1)C1CCCCC1)NCC1CCCO1 (centres undefined) | -0.6 | 3 | -5 | 0.0 | -7 | -12 | -27 | 10 | 10 | 9 | 12
Cc1nc2ccc(NC(=S)NC3CC3)cc2nc1C | -2.4 | 0 | -3 | -0.1 | -9 | -6 | 9 | -13 | -6 | -2 | -7
Cc1ccccc1Oc1ccc2c(c1)[C@@H]1C[C@H](N(C)C(=O)c3cccnc3)[C@H]([C@H](C)O)C(=O)N1CC2 | -2.3 | . | . | 0.0 | -5 | 6 | 12 | -2 | 4 | -7 | -19
N#Cc1ccc(/C=N/NC(=O)c2ccccc2F)cc1 | 0.7 | 0 | -9 | -0.2 | -16 | -12 | -27 | -6 | -29 | 0 | -4
CC1(C(=O)NS(=O)(=O)c2ccccc2C(F)(F)F)CCN1C(=O)C1CCCCC1 (centres undefined) | 0.4 | . | . | -0.3 | 7 | -6 | -11 | -1 | -1 | -5 | 11
O=C(Nc1nnc(SCc2ccc(F)cc2)s1)c1cccnc1Cl | -0.6 | 2 | -5 | 0.1 | -13 | 6 | 6 | 7 | 7 | -3 | -8
Cc1cc(C)n2cc(CSc3nnnn3-c3ccccc3)nc2n1 | -1.4 | 3 | 5 | -0.1 | 7 | 1 | -23 | -7 | -3 | 3 | -2
O=C(CSc1ccccc1)N1CCN(c2ccccn2)CC1 | -1.4 | 2 | -17 | 0.2 | -50 | -7 | -20 | -7 | -5 | -3 | -102
Cc1cc(N/N=C\c2ccc(Br)cc2)nc(-n2nc(C)cc2C)n1 | -0.3 | 0 | 28 | 1.3 | 39 | -3 | 4 | -23 | 41 | 3 | 17
Cc1occc1-c1nnc(SCc2nnc(-c3ccc(Cl)cc3)o2)n1C | -4.1 | 4 | -28 | -0.1 | -86 | 0 | -24 | -18 | -23 | -1 | -121
CCN1CCN(c2ccc(NC(=O)c3ccc4c(c3)OCCO4)cc2C)CC1 | -0.4 | . | -18 | 0.0 | -214 | 10 | -82 | 40 | -72 | -7 | -100
Cc1c(Br)cc(C(=O)O)c(C)c1C | -3.5 | 2 | -1 | -0.1 | 14 | -2 | -24 | -10 | -44 | 3 | 17
CCn1c(SCC(=O)c2cccs2)nnc1-c1cccs1 | -0.1 | 3 | 8 | -0.1 | -76 | -2 | -24 | -5 | -12 | 4 | -67
COc1ccc(CC(=O)Nc2cc(S(=O)(=O)N3CCCCC3)ccc2OC(C)C)cc1OC | -2.0 | . | . | 0.0 | 9 | -6 | -2 | 22 | 1 | 6 | 22
O=C(C1=C[C@H](c2csc3ccccc23)C[C@H](OCc2ccc(CO)cc2)O1)N1CCOCC1 | 0.2 | -4 | 1 | -0.1 | 1 | -9 | -20 | 1 | -12 | -24 | 17
CC1CCc2nn(CC(=O)NCCCN3CCCC3=O)cc2C1 (centres undefined) | 0.8 | -3 | . | 0.0 | -9 | -17 | -3 | -7 | -4 | 21 | 4
COc1ccc(Cn2c(=O)[nH]c3cc(C(=O)NC4CCN(Cc5ccccc5)CC4)ccc32)cc1 | -1.9 | -4 | 23 | 0.0 | 5 | -5 | -20 | 9 | 61 | 4 | 25
Cc1nc(SCC(=O)Nc2cccc(C(=O)O)c2)n[nH]1 | -0.3 | 1 | 5 | 0.0 | 5 | -2 | -12 | -18 | 3 | -1 | 7
Cc1cc(C)nc(N/N=C/c2ccccc2)n1 | 1.3 | -1 | -39 | -0.1 | -121 | -22 | -41 | -17 | -17 | 12 | -196
Cc1ccc(S(=O)(=O)N(Cc2n[nH]c(=S)n2-c2ccccc2)c2ccccc2)cc1 | -0.6 | -3 | -11 | 0.2 | 4 | -4 | -16 | -2 | 14 | 11 | 11
CCc1nc2cccnc2n1-c1ccc(C(=O)O)cc1 | 0.6 | . | -6 | 0.0 | 2 | -2 | -27 | 3 | 13 | 1 | 17
C(=N\n1cnnc1)/c1ccc(OCc2cccc3ccccc23)cc1 | 1.0 | -3 | -38 | 1.5 | -132 | -9 | -119 | 19 | 6 | 7 | -178
N#Cc1nc(COc2ccccc2Cl)oc1NCc1cccnc1 | -0.8 | 1 | 7 | -0.1 | 3 | -3 | 6 | -15 | 0 | -5 | 10
Cc1cc(-c2cccs2)c2c(n1)sc1c(=O)[nH]c(=O)[nH]c12 | 4.2 | 4 | -2 | -0.6 | 27 | 21 | 1 | 6 | 0 | -13 | 10
Cn1c(=O)[nH]c2c(c1=O)CCO2 | -0.1 | . | -7 | -0.1 | -9 | 1 | 11 | 17 | 6 | 5 | 5
COc1ccccc1OCCC(=O)OCC(=O)Nc1cc(S(=O)(=O)N2CCOCC2)ccc1Cl | 0.1 | 7 | -2 | 0.3 | -1 | -12 | 13 | 0 | 1 | -4 | 9
COc1cccc2cc(C(=O)C3=C(O)C(=O)N(CCN4CCOCC4)C3c3ccc(Cl)cc3)oc12 (centres undefined) | -0.6 | 4 | 8 | 0.0 | 19 | -11 | 1 | -2 | -14 | -7 | 6
CCSc1nnc(NC(=O)C(Cc2ccccc2)n2cccc2)s1 (centres undefined) | -2.2 | -1 | -11 | -0.1 | -3 | -17 | -7 | 0 | -7 | -6 | 7
C[C@H](CO)N1C[C@H](C)[C@H](CN(C)Cc2ccncc2)OCc2ccccc2-c2c(n(C)c3ccccc23)C1=O | 2.5 | . | . | 0.1 | 0 | 16 | -10 | 10 | -6 | -4 | -2
N#Cc1c2n(c(=S)n(-c3ccccn3)c1=O)CCCCC2 | 4.3 | -1 | 3 | -0.1 | -6 | -20 | -13 | 2 | -39 | 1 | -22
COC(=O)C(C)Oc1ccc2cc(-c3ccccc3)c(=O)oc2c1 (centres undefined) | 0.4 | 2 | -7 | -0.3 | -12 | 3 | -32 | -24 | 7 | 4 | 10
COC(=O)c1cc(-c2cccc([N+](=O)[O-])c2)c2c(=O)[nH]c(=O)n(C)c2n1 | -0.3 | 2 | 1 | -0.1 | -5 | -2 | 22 | -60 | -20 | -7 | -1
Clc1ncccc1OCc1ccccc1 | -0.2 | 2 | -62 | -0.2 | -105 | -7 | -11 | -9 | -29 | 0 | -166
Cc1cn(C(=O)CN2C(=O)c3ccccc3C2=O)c(C)n1 | 5.5 | . | -7 | -0.2 | 16 | -11 | 2 | 0 | 5 | 12 | -3

A second format for some results above.
smiles	hiPSC survival	NR2E3 ag-1	TRPM1 prom inh	aDG glyco up	Peg3 promoter	CF NFkB inh	NR2E3 ag-2	TWEAK Fn14 block	Shn3 inh set2	KKLEB cytotox	HIF-2a inh
Cn1c(=O)[nH]c2c(c1=O)CCO2	-0.1	.	-7	-0.1	-9	1	11	17	6	5	5
COc1ccccc1OCCC(=O)OCC(=O)Nc1cc(S(=O)(=O)N2CCOCC2)ccc1Cl	0.1	7	-2	0.3	-1	-12	13	0	1	-4	9
COc1cccc2cc(C(=O)C3=C(O)C(=O)N(CCN4CCOCC4)C3c3ccc(Cl)cc3)oc12 (centres undefined)	-0.6	4	8	0.0	19	-11	1	-2	-14	-7	6
CCSc1nnc(NC(=O)C(Cc2ccccc2)n2cccc2)s1 (centres undefined)	-2.2	-1	-11	-0.1	-3	-17	-7	0	-7	-6	7
C[C@H](CO)N1C[C@H](C)[C@H](CN(C)Cc2ccncc2)OCc2ccccc2-c2c(n(C)c3ccccc23)C1=O	2.5	.	.	0.1	0	16	-10	10	-6	-4	-2
N#Cc1c2n(c(=S)n(-c3ccccn3)c1=O)CCCCC2	4.3	-1	3	-0.1	-6	-20	-13	2	-39	1	-22
COC(=O)C(C)Oc1ccc2cc(-c3ccccc3)c(=O)oc2c1 (centres undefined)	0.4	2	-7	-0.3	-12	3	-32	-24	7	4	10
